Screens as filed in PubChem BioAssay.
NALP1 inh – blocks the NALP1 inflammasome reconstituted in yeast | AID 2071 | inhibition, % at 10 µM | 280,000 compounds, 0.61% hits | S. cerevisiae NALP1/ASC/caspase-1 growth, X-gal OD620, 72 h; in the data active means inhibition mostly above about 24%, no sharp cut-off; inactive means mostly below about 32%; further: some compounds called inactive have numbers as strong as hits
OXTR ag – agonists of human oxytocin receptor; 320,000 compounds, 0.32% hits; activation, % at 3 µM; CHO-OTR cells, Fluo-8 calcium fluorescence; normalized: DMSO 0%, oxytocin 100%; AID 2435; P30559;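 active means activation above the mean of all tested compounds plus 3 SD, cutoff set per screening run, cut at about 20% in these data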;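 further: peak over basal fluorescence ratio from a 100 s FLIPR kinetic read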
GalR3 antag – blocks the human galanin receptor 3. O60755. HEK293 GalR3-CNG cAMP membrane potential fluorescence; galR3 body fused to GalR1 C-terminus. inhibition, % at 3 µM. 360,000 compounds, 0.44% hits. AID 651719;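 active means inhibition above the screen-wide average plus 3 SD, cut at about 13% in these data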;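 further: forskolin and galanin both at EC90 stimulate the cells; cAMP rise reported by CNG channel membrane potential dye signal; 0% = forskolin plus galanin with DMSO and 100% = forskolin alone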
Target sequence (O60755 1-299 limits assumed): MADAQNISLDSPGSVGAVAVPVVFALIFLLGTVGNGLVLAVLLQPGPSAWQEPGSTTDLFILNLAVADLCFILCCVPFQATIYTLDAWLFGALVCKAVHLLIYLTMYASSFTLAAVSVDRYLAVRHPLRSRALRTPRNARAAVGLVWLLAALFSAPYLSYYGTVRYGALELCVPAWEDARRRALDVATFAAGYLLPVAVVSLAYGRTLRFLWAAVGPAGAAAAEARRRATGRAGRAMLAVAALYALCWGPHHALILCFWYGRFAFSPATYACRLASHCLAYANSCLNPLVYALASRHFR
MEKK2 mut-MEK5 – signal of MEK5 binding to mutant human MEKK2 PB1 domain. 290,000 compounds, 0.35% hits. percent response, % at 10 µM. bead flow cytometry, Alexa488-MEK5 binding to MEKK2 mutant. AID 1530; in the data active means percent response above about 24%, passing the limit was not always enough; further: inactives centre near 1; some results filed as inactive read as strong as hits; reference of the scale not given here
GPR7 antagonist – human neuropeptides B/W receptor 1 antagonism | P48145 | GPR7-expressing cells, fluorescence antagonist assay | inhibition, % at 4.4 µM | 290,000 compounds, 1.1% hits | AID 1861; in the data active means inhibition above about 16%, passing the limit was not always enough;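 further: cells stimulated with the agonist NPW; 0% = agonist with vehicle and 100% = vehicle without agonist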
MEKK3 PB1 HTS – modulators (inhibitors or enhancers) of MEK5 binding to human MEKK3 PB1 domain | Q99759 | bead-based flow cytometry, Alexa488-MEK5 binding to MEKK3; actives lie on both sides; 0 = blocked by unlabeled MEK5, 100 = vehicle | binding response (% of control), % at 10 µM | 290,000 compounds, 1.4% hits | AID 1529;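 active means binding response more than 3 SD above or below the average of its plate-row segment, actives on both sides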;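 further: Alexa488 bead fluorescence after subtracting the streptavidin-only scavenger bead signal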
V1R ag counter – counter-screen for oxytocin receptor agonists: human V1a receptor agonists | CHO-V1R cells, Fluo-8 calcium fluorescence, agonist mode; 0% DMSO, 100% 3 nM vasopressin | 320,000 compounds, 0.25% hits | activation, % at 3 µM | P37288;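 active means activation above the mean activation of all tested compounds plus 3 SD, per screening run, cut at about 20% in these data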;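 further: signal is peak over basal fluorescence ratio across a 100 second FLIPR read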
PHOSPHO1 block – inhibitors of human PHOSPHO1 phosphatase | Q8TCT1 | recombinant PHOSPHO1, absorbance phosphatase assay | inhibition, % at 13.3 µM | 290,000 compounds, 1.1% hits | AID 1565; in the data active means inhibition above about 60%
Target sequence (Q8TCT1 whole entry, looked up): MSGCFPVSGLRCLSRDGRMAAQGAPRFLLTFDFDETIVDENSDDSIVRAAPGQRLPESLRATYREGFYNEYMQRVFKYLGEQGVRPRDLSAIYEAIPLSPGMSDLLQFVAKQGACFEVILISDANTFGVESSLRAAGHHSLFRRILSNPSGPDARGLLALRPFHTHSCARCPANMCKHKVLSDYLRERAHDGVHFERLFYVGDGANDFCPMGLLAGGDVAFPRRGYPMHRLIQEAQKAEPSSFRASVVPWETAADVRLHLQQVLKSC
MEKK2wt PB1 HTS – raises or lowers MEK5 binding to wildtype human MEKK2 PB1 domain; AID 1531; Q9Y2U5; 290,000 compounds, 1.1% hits; binding response (% of control), % at 10 µM; bead flow cytometry, Alexa488-MEK5 binding to MEKK2 WT; actives lie on both sides; in the data active means binding response below about 67% or above about 130%
The depositor's hits bear a star; i = inactive; x = no result given; [ ] = another dose, or the depositor's remark.

SMILES	NALP1 inh	OXTR ag	GalR3 antag	MEKK2 mut-MEK5	GPR7 antagonist	MEKK3 PB1 HTS	V1R ag counter	PHOSPHO1 block	MEKK2wt PB1 HTS
CC(C)=CC(=O)O[C@H]1[C@@H]2[C@H](C)C(=O)O[C@@H]2C[C@@H](C)[C@@H]2[C@@H](O)CC(=O)[C@]21C	-4	-0.6	3	-3	x	102	0.9	4	97
CCOc1ccccc1N(CC(=O)NCCSCc1ccco1)S(=O)(=O)c1ccccc1	12	-1.8	-4	8	11	109	-0.2	8	106
CCN(CC)C(=O)c1[nH]cnc1C(=O)N[C@@H](Cc1ccccc1)C(=O)OCc1ccccc1	-14	-0.3	-4	-4	-18	101	-0.4	48	99
Cc1cccc(C(=O)NC(=S)Nc2ccccc2C(F)(F)F)c1	20	-1.4	3	3	-1	105	1.2	1	105
C[C@@H]1CC=C[C@H]2[C@H]1C(=O)N(Cc1ccccc1)[C@H]2c1ccoc1	-45	-1.9	-7	1	x	98	-1.2	31	97
COc1ccc(NC(=O)CCNC(=O)Cn2ccc3ccccc3c2=O)c(OC)c1	7	-0.7	1	0	-6	101	-0.3	-10	97
Cc1ccc(C(=O)NCC(=O)OCC(=O)NC2CCCCCCC2)cc1	12	-1.9	-5	6	-6	102	-0.3	38	105
O=C(CNC(=O)c1ccc(S(=O)(=O)N2CCCC2)cc1)N/N=C/c1ccc(Cl)cc1Cl	36	2.2	3	-1	-12	99	6.4	-16	99
Cc1cc(C)c(C(N)=O)c(SCC(=O)c2ccc(Cl)cc2)n1	7	1.7	-6	1	-15	98	2.7	56	95
Cc1ccc(N(CCCCN2C(=O)c3ccccc3C2=O)C(=O)c2ccc(Cl)s2)cc1	25	0.1	0	10	8	104	0.0	4	120
c1ccc2c(c1)ccc1nnc(SCc3ccc4c(c3)OCO4)n12	-30	-0.9	-1	8	1	113	-1.1	12	116
O=C(/C=C(\O)c1ccccc1)C(=O)NNC(=O)c1ccccc1[N+](=O)[O-]	-8	0.1	-8	1	-6	102	-0.6	19	102
O=C1C2C3C=CC(C3)C2C(=O)N1c1ccc(-c2nc3ccccc3o2)cc1 (configuration not stated)	-1	0.0	0	6	40*	100	0.0	-16	102
O=C(Nc1ccc(S(=O)(=O)N2CCCC2)cc1)C1CCCCC1	24	1.5	-9	-6	-9	101	1.3	13	94
COc1ccc(/C(C)=N\NC(=O)C(c2ccncc2)N2CCOCC2)cc1 (configuration not stated)	x	-0.3	-2	-5	-11	96	0.5	27	98
COc1ccc(-c2csc(N)n2)cc1F	-9	-0.4	-3	-2	-10	108	-0.6	6	97
O=C(CN1C(=O)NC(Cc2c[nH]c3ccccc23)C1=O)Nc1cccc(S(=O)(=O)N2CCOCC2)c1 (configuration not stated)	9	-1.0	-1	-20	12	64	0.5	4	70
Cc1cc([N+](=O)[O-])nn1Cc1ccc(F)cc1	-16	x	-6	-12	16	85	x	-28	86
Cc1ccc(NS(=O)(=O)c2cc(C(=O)N3CCCC3)ccc2C)cc1C	2	0.1	-5	0	-4	97	0.3	-11	100
CCCCCCNS(=O)(=O)c1ccc(NC(=O)C2CCCO2)cc1 (configuration not stated)	34	8.8	15*	1	-5	103	2.6	11	104
CCOc1ccc(NC(=O)C2CCC(N3C(=O)C4CC=CCC4C3=O)CC2)cc1 (configuration not stated)	35	-0.4	-6	2	-7	106	3.7	-4	103
Cc1ccc(C)c(N(CC(=O)NCc2ccc3c(c2)OCO3)C(=O)CCC(=O)Nc2ccccn2)c1	-16	1.2	-1	-8	1	82*[inhibitor]	2.6	-4	91
Cc1cc(C)cc(C(=O)NCC(=O)OCC(=O)N2CCCCC2)c1	-37	-1.1	-3	-3	-4	89	0.8	15	90
O=C(c1nn2c(C(F)(F)F)cc(-c3ccc(F)cc3)nc2c1Cl)N1CCOCC1	23	-2.5	-2	16	1	109	-1.1	11	110
COCCCNC(=O)c1c(N)n(-c2cccc(S(N)(=O)=O)c2)c2nc3ccccc3nc12	-3	-0.1	3	9	-11	111	-0.5	14	113
O=C(N/N=C/c1cc2c3c(c1O)CCCN3CCC2)c1ccccc1O	72	x	8	-1	6	127	x	-2	99
COc1ccc(-c2ccc3ccccc3n2)cc1	-10	-2.5	2	-6	-9	94	-0.9	42	94
COc1ccc(-c2cc(C(=O)Nc3cc(C)ccc3O)no2)cc1	14	0.8	-5	6	-6	103	0.9	42	106
CCN(CC)C(=O)COc1ccc(-c2nnc(Nc3ccc(OC)c(C(=O)NC)c3)c3ccccc23)cc1	10	-2.2	0	-15	19*	92	-0.9	12	93
COc1cc2c(cc1OC)CN(C(=O)c1ccco1)CC2	-8	1.2	0	2	6	143*	-1.0	0	125
Cc1cc(S(=O)(=O)Cc2noc(-c3c(C)noc3C)n2)c(C)cc1Cl	20	-3.0	1	1	-4	94	-1.1	6	98
COc1ccc(Nc2c(-c3ccco3)nc3cccc(C)n23)cc1	0	-2.1	-9	-10	2	99	-1.1	30	87
CC(=O)Nc1ccc2nc(CN3CCC(CO)(CCc4ccccc4)CC3)ccc2c1	i	1.0	0	-19	0	89	-0.3	-2	89
C(=N\Nc1ccccn1)/c1ccc(N2CCOCC2)cc1	19	0.9	-2	-2	-8	102	0.7	15	102
COc1ccc2nc(N3CCCCC3)c(C#N)cc2c1	14	-1.7	-1	-5	-9	103	-0.3	14	93
CCOC(=O)c1cc(-c2ccccc2)sc1NC(=O)CSc1nnc(N)s1	-15	0.6	-2	-4	-11	98	2.1	42	93
O=C(c1cnc2ccccc2n1)N1CCN(c2ccc(C(F)(F)F)cn2)CC1	9	-2.0	0	5	-17	104	-0.5	-3	104
COc1ccc(S(=O)(=O)Nc2c(C)n(C)n(-c3ccccc3)c2=O)cc1C(=O)O	14	x	-6	0	4	105	x	34	110
O=C(CCN1C(=O)c2ccccc2C1=O)Nc1cccc(S(=O)(=O)N2CCCCC2)c1	-8	0.5	-3	3	-4	106	2.8	2	103
Cn1c(NCc2ccccc2Cl)nc2ccccc21	x	-1.1	1	12	x	108	-0.4	x	109
CCOC(=O)C(NC(C)=O)(Nc1ccc(S(=O)(=O)Nc2cc(C)on2)cc1)C(F)(F)F (configuration not stated)	-8	-1.0	1	14	-10	107	-0.7	6	107
COc1ccc(C(=O)NCC(=O)OCC(=O)Nc2cc(OC)ccc2OC)cc1	25	-1.7	-3	2	-2	99	-1.1	5	98
O=Cc1ccc(OCC(=O)Nc2ccccc2C(F)(F)F)cc1	13	-0.4	-4	0	9	102	-0.6	34	105
COc1ccc(NC(=O)CN2CCCC(C)C2)c([N+](=O)[O-])c1 (configuration not stated)	24	-2.2	-1	-2	-14	90	-1.2	6	96
CCCS(=O)(=O)c1c(S(=O)(=O)CCC)c2c(N)cccn2c1C(=O)c1ccc(OC)cc1	11	-0.9	-6	-4	0	99	-0.2	40	94
O=C(CCCNS(=O)(=O)c1cccs1)N1CCN(c2ccc(F)cc2)CC1	30	1.6	-1	0	0	91	1.6	4	100
Cc1cc(CNC(=O)COc2ccccc2)c2ccccc2n1	14	x	-4	0	-10	92	x	20	99
CCOC(=O)NC(=O)COC(=O)CNC(=O)c1ccc(OCC)c(OCC)c1	15	-1.6	0	-1	-8	103	-0.4	5	100
Cc1ccc(NC(=O)N2CCCC2C(=O)NCc2cccs2)cc1 (configuration not stated)	10	-0.3	1	4	-12	94	1.1	8	101

Structural class: the compounds so far containing fluorine (8)
SMILES	NALP1 inh	OXTR ag	GalR3 antag	MEKK2 mut-MEK5	GPR7 antagonist	MEKK3 PB1 HTS	V1R ag counter	PHOSPHO1 block	MEKK2wt PB1 HTS
Cc1cccc(C(=O)NC(=S)Nc2ccccc2C(F)(F)F)c1	20	-1.4	3	3	-1	105	1.2	1	105
COc1ccc(-c2csc(N)n2)cc1F	-9	-0.4	-3	-2	-10	108	-0.6	6	97
Cc1cc([N+](=O)[O-])nn1Cc1ccc(F)cc1	-16	x	-6	-12	16	85	x	-28	86
O=C(c1nn2c(C(F)(F)F)cc(-c3ccc(F)cc3)nc2c1Cl)N1CCOCC1	23	-2.5	-2	16	1	109	-1.1	11	110
O=C(c1cnc2ccccc2n1)N1CCN(c2ccc(C(F)(F)F)cn2)CC1	9	-2.0	0	5	-17	104	-0.5	-3	104
CCOC(=O)C(NC(C)=O)(Nc1ccc(S(=O)(=O)Nc2cc(C)on2)cc1)C(F)(F)F (configuration not stated)	-8	-1.0	1	14	-10	107	-0.7	6	107
O=Cc1ccc(OCC(=O)Nc2ccccc2C(F)(F)F)cc1	13	-0.4	-4	0	9	102	-0.6	34	105
O=C(CCCNS(=O)(=O)c1cccs1)N1CCN(c2ccc(F)cc2)CC1	30	1.6	-1	0	0	91	1.6	4	100

An unsorted share of the library. About 5.4% of those tested had a hit in this group.
